Mcl1-Bid inh: Mcl-1/Bid interaction inhibition | Q07820 | TR-FRET Mcl-1/Bid-Dy647 peptide binding, 1536-well | inhibition, % at 21.7 µM | hit rate 0.97% among 220,000;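 active = compounds that cut the binding signal by more than half at the single screening dose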;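 also: His-tagged Mcl-1 with europium anti-His antibody binding Bid BH3 peptide; 0% = Mcl-1 plus peptide wells and 100% = peptide-only wells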
Target sequence (Q07820 whole entry, looked up): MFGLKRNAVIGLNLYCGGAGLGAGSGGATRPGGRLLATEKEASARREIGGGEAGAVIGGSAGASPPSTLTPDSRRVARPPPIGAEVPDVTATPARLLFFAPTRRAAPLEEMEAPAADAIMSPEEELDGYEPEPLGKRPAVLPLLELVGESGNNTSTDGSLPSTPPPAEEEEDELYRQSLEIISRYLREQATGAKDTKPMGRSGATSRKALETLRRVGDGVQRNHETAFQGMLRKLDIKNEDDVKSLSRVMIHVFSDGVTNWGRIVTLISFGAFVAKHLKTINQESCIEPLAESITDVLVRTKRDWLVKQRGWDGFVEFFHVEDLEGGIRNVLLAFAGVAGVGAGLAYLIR
Avidin fluor: avidin bead compound fluorescence profile; Avidin beads, compound fluorescence 488/530 nm, flow cytometry; stronger effect = higher value; fluorescence (KMESF) at 10 µM; hit rate 0.38% among 220,000; AID 1775; in the data active = fluorescence above about 47; also: inactives centre near 10
Rab2 wt GTP: changes GTP binding to wildtype dog Rab2A, up or down. GST-Rab2 wt beads, Bodipy-GTP binding, flow cytometry. hit rate 0.19% among 190,000. GTP binding activity, % at 10 µM;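 active = GTP binding activity at least 20 points away from 100%, either lowered or raised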;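 also: 0% = beads with excess unlabeled GTP and 100% = no-compound control corrected for plate trend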
Cdc42 wt GTP: changes GTP binding to wildtype human Cdc42; P60953; hit rate 0.2% among 190,000; GST-Cdc42 beads, Bodipy-GTP binding, flow cytometry; actives lie on both sides; percent activity (GTP binding), % at 10 µM;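 active = percent activity GTP binding at least 20 points away from the 100% baseline, either down as inhibitor or up as activator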;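 also: median bead fluorescence of bound Bodipy-FL-GTP at 100 nM; 0% = excess unlabeled GTP control and 100% = no compound control; below 100% means less GTP binding so inhibitor and above means activator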
Target sequence (P60953 whole entry, looked up): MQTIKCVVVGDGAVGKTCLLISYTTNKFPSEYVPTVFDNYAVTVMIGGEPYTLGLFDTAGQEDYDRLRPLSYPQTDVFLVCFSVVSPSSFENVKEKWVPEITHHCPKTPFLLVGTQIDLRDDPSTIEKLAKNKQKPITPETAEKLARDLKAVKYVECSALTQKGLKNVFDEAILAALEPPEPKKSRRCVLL
HRas wt GTP bind: human HRas wildtype GTP binding, change in either direction; AID 759; hit rate 0.14% among 190,000; GTP binding activity, % at 10 µM; GST-Ras wt beads, Bodipy-FL-GTP binding, flow cytometry; actives lie on both sides;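 active = GTP binding activity at least 20% away from the 100% baseline, either lowered as inhibitor or raised as activator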;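 also: 0% = unlabeled GTP competition control and 100% = no-compound control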
Target sequence (P01112 whole entry, looked up): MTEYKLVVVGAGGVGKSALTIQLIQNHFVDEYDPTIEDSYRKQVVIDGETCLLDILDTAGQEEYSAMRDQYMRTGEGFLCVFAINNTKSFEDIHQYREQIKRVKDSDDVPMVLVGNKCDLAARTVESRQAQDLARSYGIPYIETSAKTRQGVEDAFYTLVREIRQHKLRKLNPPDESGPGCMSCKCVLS
Rab7 wt GTP bind: dog Rab7 wildtype GTP binding, inhibitors and activators | GST-Rab7 beads, fluorescent GTP binding, flow cytometry; actives lie on both sides; untreated = 100%, excess cold GTP = 0% | GTP binding activity (percent of control), % at 10 µM | hit rate 0.055% among 190,000 | AID 758;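 active = fluorescent GTP binding to Rab7 beads changed by at least 20 points from the 100% baseline, either direction, mostly lower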;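 also: median green fluorescence of bound Bodipy-FL-GTP per Rab7 bead population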
Mcl-1 Bim block: inhibitors of Bim-Mcl-1 interaction, human; Bead-based flow cytometry, Bim peptide-Mcl-1 binding; AID 1009; Q07820; hit rate 0.1% among 190,000; inhibition, % at 10 µM; in the data active = inhibition above about 40%;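 also: 0% = no compound tracer wells and 100% = peptide blocker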
Pf gametocyte: kills late stage P. falciparum gametocytes; inhibition, % at 10.9 µM; hit rate 0.065% among 150,000; P. falciparum stage V gametocytes, ATP luminescence, 24 h;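 active = inhibition above the mean plus 3 SD of compounds within the control limits, set per campaign, cut at about 38% in these data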;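 also: 0% = DMSO wells and 100% = medium only without gametocytes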
Rac1 wt modul: alters GTP binding to wildtype human Rac1. AID 757. P63000. GTP binding activity (% of control), % at 10 µM. GST-Rac1 beads, fluorescent GTP binding, flow cytometry; actives lie on both sides; 0 = cold GTP competed, 100 = untreated. hit rate 0.27% among 190,000;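 active = GTP binding activity at least 20 points away from the 100% control level, either lower or higher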
Rac1 mut GTP: modulators of GTP binding to human Rac1 activated mutant; P63000; GST-Rac1 activated beads, fluorescent GTP binding, flow cytometry; actives lie on both sides; 100% means binding = to untreated wells; hit rate 0.11% among 190,000; percent activity (GTP binding), % at 10 µM; AID 764;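 active = GTP binding at least 20 percentage points away from the 100% baseline, in either direction, so actives lie on both sides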
Mcl1 Noxa PPI: Mcl-1/Noxa interaction inhibition. inhibition, % at 21.7 µM. hit rate 1.5% among 220,000. AID 1022. TR-FRET Mcl-1/Noxa peptide binding, 2 h;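 active = compounds that cut the protein-peptide binding signal by more than 50% relative to plate controls in a single-dose test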;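 also: His-tagged Mcl-1 with rhodamine Noxa BH3 peptide and terbium anti-His antibody; 0% = Mcl-1 plus Noxa peptide wells and 100% = peptide-only wells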
* = called active by the depositor; nt = not tested or not shown.

SMILES | Mcl1-Bid inh | Avidin fluor | Rab2 wt GTP | Cdc42 wt GTP | HRas wt GTP bind | Rab7 wt GTP bind | Mcl-1 Bim block | Pf gametocyte | Rac1 wt modul | Rac1 mut GTP | Mcl1 Noxa PPI
C/C(=C\C(=O)c1ccc(C)o1)Nc1ccc(C(=O)O)cc1C | -15 | 34 | 100 | 103 | 101 | 99 | 0 | nt | 105 | 100 | 22
Cc1ccc(S(=O)(=O)Cn2nnnc2CN(Cc2ccco2)CC2CCCO2)cc1 (centres undefined) | -24 | 9 | 99 | 97 | 96 | 96 | 0 | nt | 98 | 98 | -11
O=C(C1=C[C@@H](c2ccc(C(F)(F)F)cc2)C[C@@H](OCCCCO)O1)N1CCN(Cc2ccccc2)CC1 | -2 | 6 | 96 | 98 | 96 | 96 | 0 | nt | 98 | 97 | -16
CCOc1cc(/C=C(\C#N)c2nc(-c3cccs3)c(NC(C)=O)s2)ccc1O | 4 | 3 | 96 | 99 | 97 | 98 | 0 | 2 | 99 | 99 | 24
NC(=NC1CCCCC1)c1ccc([N+](=O)[O-])cc1 | -8 | 12 | 99 | 97 | 98 | 101 | 0 | nt | 99 | 96 | -6
NCCc1ccc(O)c(O)c1 | -22 | nt | 101 | 101 | 100 | 99 | -1 | nt | 102 | 98 | 8
C/C(CC(=O)Nc1ccc2c(c1)OCCO2)=N\NC(=O)c1ccccn1 | -24 | 16 | 94 | 93 | 92 | 96 | -4 | 18 | 91 | 92 | -4
Cc1cccc(N2CCN(Cc3cc(=O)n4ccsc4n3)CC2)c1C | 12 | 7 | 107 | 106 | 106 | 104 | 0 | nt | 102 | 101 | -1
O=C(Nc1ccccc1C(=O)N/N=C/c1ccco1)c1ccc(Cl)cc1 | -4 | 13 | 100 | 98 | 100 | 96 | -4 | 34 | 101 | 99 | 22
COc1ccc(CSc2nc(C)cc(C)c2S(C)(=O)=O)cc1 | 5 | 13 | 86 | 90 | 91 | 90 | 0 | -8 | 97 | 92 | -3
CCOC(=O)C1=C(COc2ccc(C)cc2)NC(=O)NC1c1cc(C)ccc1C (centres undefined) | -15 | 12 | 99 | 100 | 97 | 99 | -6 | nt | 101 | 96 | 13
O=C1C(Cc2ccc(F)cc2)SC(=Nc2ccccc2)N1c1ccccc1 (centres undefined) | 6 | 11 | 97 | 99 | 96 | 91 | -3 | 9 | 102 | 97 | -4

Whole records from above. Order of screens: Mcl1-Bid inh	Avidin fluor	Rab2 wt GTP	Cdc42 wt GTP	HRas wt GTP bind	Rab7 wt GTP bind	Mcl-1 Bim block	Pf gametocyte	Rac1 wt modul	Rac1 mut GTP	Mcl1 Noxa PPI
NC(=NC1CCCCC1)c1ccc([N+](=O)[O-])cc1 in the list: -8	12	99	97	98	101	0	nt	99	96	-6
Cc1ccc(S(=O)(=O)Cn2nnnc2CN(Cc2ccco2)CC2CCCO2)cc1 (centres undefined) in the list: -24	9	99	97	96	96	0	nt	98	98	-11
O=C1C(Cc2ccc(F)cc2)SC(=Nc2ccccc2)N1c1ccccc1 (centres undefined) in the list: 6	11	97	99	96	91	-3	9	102	97	-4
COc1ccc(CSc2nc(C)cc(C)c2S(C)(=O)=O)cc1 in the list: 5	13	86	90	91	90	0	-8	97	92	-3
C/C(=C\C(=O)c1ccc(C)o1)Nc1ccc(C(=O)O)cc1C in the list: -15	34	100	103	101	99	0	nt	105	100	22

(more compounds)
SMILES | Mcl1-Bid inh | Avidin fluor | Rab2 wt GTP | Cdc42 wt GTP | HRas wt GTP bind | Rab7 wt GTP bind | Mcl-1 Bim block | Pf gametocyte | Rac1 wt modul | Rac1 mut GTP | Mcl1 Noxa PPI
CN1C(=O)C2ON(c3ccccc3)C(c3cccs3)C2C1=O (centres undefined) | 0 | 12 | 98 | 97 | 98 | 97 | 0 | nt | 98 | 97 | 4
CCC(=O)Nc1ccc(C(=O)CSc2nnc(-c3ccc(O)cc3)n2CC2CCCO2)cc1OC (centres undefined) | -44 | 10 | 102 | 103 | 102 | 101 | 0 | nt | 106 | 101 | -4
CC1CCc2nc(NC(=O)CSc3nc4ccccc4o3)sc2C1 (centres undefined) | -14 | 16 | 95 | 100 | 95 | 95 | -4 | nt | 102 | 97 | -26
Cc1cc[n+](CC(=O)c2ccc(NC(=O)c3ccccc3)cc2)c2ccccc12 | 19 | 12 | 97 | 100 | 100 | 99 | 0 | 14 | 102 | 97 | 3
Cc1c(Cl)cccc1NC(=S)N1CCN(C(=O)C2CCCO2)CC1 (centres undefined) | -26 | 11 | 98 | 101 | 100 | 98 | -22 | -9 | 100 | 97 | 13
CC(C)CN1C(=O)c2ccccc2C1(O)Cc1ccccc1 (centres undefined) | -2 | 20 | 96 | 101 | 99 | 97 | 1 | nt | 100 | 98 | 6
CCCS(=O)(=O)NCCc1cc2cc(C)c(C)cc2[nH]c1=O | 17 | 27 | 98 | 97 | 99 | 94 | 5 | -27 | 102 | 101 | 15
O=[N+]([O-])c1ccc(OCc2cccc(COc3ccc([N+](=O)[O-])cc3)n2)cc1 | 14 | 11 | 101 | 105 | 100 | 100 | -1 | 21 | 107 | 102 | 16
O=C(NC(=S)Nc1ccc(N2CCOCC2)c(Cl)c1)C(c1ccccc1)c1ccccc1 | -28 | 35 | 97 | 95 | 98 | 100 | -1 | -41 | 93 | 93 | -7
CCCC1S/C(=N/N=C/c2ccc(OC)cc2)N(Cc2ccc(OC)cc2)C1=O (centres undefined) | -1 | 9 | 100 | 100 | 99 | 100 | 1 | 9 | 99 | 98 | 4
O=C(Nc1nnc(C2CC2)s1)c1ccncc1 | -25 | 12 | 98 | 98 | 99 | 102 | 0 | -7 | 102 | 98 | -10
Cc1noc(C)c1CSc1nnc2sc3ccccc3n12 | -31 | 7 | 98 | 103 | 100 | 99 | 0 | nt | 103 | 100 | -23
Cc1nn2cc(-c3ccc(-c4ccccc4)cc3)nc2s1 | -7 | 4 | 99 | 98 | 96 | 98 | 3 | nt | 96 | 96 | 0
S=C(NCc1ccccc1)Nc1ccc(Cl)cc1 | -44 | 8 | 98 | 95 | 96 | 100 | -1 | -7 | 95 | 95 | 34
CC1=NN(Cc2ccccc2)C(=O)/C1=C\c1ccc(N(C)C)cc1 | -22 | 17 | 96 | 98 | 99 | 100 | 0 | nt | 101 | 97 | 18
CNc1c([N+](=O)[O-])cnn1-c1ccc(C)cc1 | -6 | 26 | 102 | 105 | 103 | 100 | 1 | -3 | 106 | 102 | -4
O=C1CCCc2ccccc2N1Cc1c(Cl)cccc1Cl | -3 | 15 | 101 | 100 | 101 | 103 | -2 | 1 | 99 | 100 | 10
CCOc1cccc(NC(=O)CSc2nc(C)c3c(c2C#N)CCCC3)c1 | 2 | 18 | 99 | 98 | 101 | 98 | 1 | 1 | 98 | 97 | 2
CCOC(=O)C1CCCN(C2CC(=O)N(c3cccc(C)c3)C2=O)C1 (centres undefined) | -24 | 22 | 100 | 104 | 103 | 98 | -1 | 21 | 106 | 98 | 13
Nc1ccc2nc(SCc3cccc(F)c3)sc2c1 | -67 | 44 | 92 | 97 | 94 | 94 | 4 | 0 | 95 | 92 | -11
O=C1C=C(c2ccccc2)C[C@H](c2cccs2)[C@H]1n1nnc([N+](=O)[O-])n1 | -13 | 2 | 96 | 99 | 99 | 97 | 3 | -3 | 103 | 100 | -6
CCOc1ccccc1Nc1nnc(Cc2ccccc2Cl)c(=O)[nH]1 | 53* | 13 | 90 | 95 | 94 | 93 | -8 | -1 | 91 | 91 | 25
Cc1ccc(C(=O)CSC2=C(C#N)C(c3ccco3)C3=C(CCCC3=O)N2)cc1 (centres undefined) | -22 | 32 | 94 | 96 | 97 | 95 | -3 | -9 | 95 | 92 | 28
O=C(CCc1nc(-c2ccccc2)no1)N1CCCC1 | -8 | 8 | 97 | 94 | 99 | 100 | -1 | -4 | 96 | 97 | 10

Entries listed so far that have an NH in an aromatic ring, in the order listed:
SMILES | Mcl1-Bid inh | Avidin fluor | Rab2 wt GTP | Cdc42 wt GTP | HRas wt GTP bind | Rab7 wt GTP bind | Mcl-1 Bim block | Pf gametocyte | Rac1 wt modul | Rac1 mut GTP | Mcl1 Noxa PPI
CCCS(=O)(=O)NCCc1cc2cc(C)c(C)cc2[nH]c1=O | 17 | 27 | 98 | 97 | 99 | 94 | 5 | -27 | 102 | 101 | 15
CCOc1ccccc1Nc1nnc(Cc2ccccc2Cl)c(=O)[nH]1 | 53* | 13 | 90 | 95 | 94 | 93 | -8 | -1 | 91 | 91 | 25

More structures.
SMILES | Mcl1-Bid inh | Avidin fluor | Rab2 wt GTP | Cdc42 wt GTP | HRas wt GTP bind | Rab7 wt GTP bind | Mcl-1 Bim block | Pf gametocyte | Rac1 wt modul | Rac1 mut GTP | Mcl1 Noxa PPI
Cn1c(=O)n(C/C=C/c2ccccc2)c(=O)c2c1nc1n2CCCN1Cc1ccccc1 | -42 | 20 | 97 | 96 | 98 | 103 | 0 | nt | 98 | 97 | 13
CN1CCN(c2ccc(-c3ccnn3C(=O)Nc3cccc(C(F)(F)F)c3)cc2)CC1 | -47 | 5 | 96 | 97 | 98 | 95 | 0 | nt | 102 | 99 | 5
O=c1c2ccsc2ncn1Cc1ccc(Cl)cc1 | -27 | 5 | 100 | 98 | 99 | 101 | -1 | nt | 101 | 96 | 29
COc1ccccc1NC(=O)/C=C1\SCC(=O)N1C | -12 | 15 | 97 | 94 | 97 | 104 | -2 | 8 | 101 | 97 | -1
NC(=O)CC[C@@H]1NC(=O)[C@@H]2CCCN2C(=O)c2cc([N+](=O)[O-])cc(I)c2NCCCC[C@@H](C(=O)NC(CC(=O)O)C(N)=O)NC1=O (some centres undefined) | 0 | 11 | 98 | 96 | 97 | 92 | 0 | nt | 101 | 97 | 21
COc1cc(/C=N/NC(=O)c2cccnc2)ccc1OC(=O)c1ccco1 | -26 | 9 | 103 | 102 | 102 | 95 | 0 | nt | 101 | 101 | 2
CC1(C)CC(=O)C2=C(C1)OC1=C(C(=O)CC(C)(C)C1)C2c1ccc(O)c([N+](=O)[O-])c1 | -22 | 10 | 93 | 92 | 92 | 93 | -1 | 15 | 92 | 92 | 12
COc1ccc(C(=O)N2CCN(Cc3ccc4c(c3)OCO4)CC2)cc1[N+](=O)[O-] | -23 | 11 | 97 | 96 | 94 | 97 | 6 | -29 | 94 | 95 | -17
Cc1[nH]c2c(Cl)cccc2c(=O)c1CN1CCCC1 | -24 | 12 | 98 | 104 | 100 | 97 | -3 | 0 | 99 | 98 | -8
Nn1c(SCc2nc3ccccn3c2Br)nnc1-c1cccnc1 | -20 | 12 | 98 | 98 | 97 | 97 | 0 | 3 | 101 | 97 | -8
COc1ccc(Br)cc1CN(C)C(C)C(=O)Nc1cc([N+](=O)[O-])ccc1OC (centres undefined) | -9 | 8 | 97 | 97 | 97 | 96 | -4 | -7 | 100 | 98 | 2
